HDAC3 inh – HDAC3 deacetylase inhibitors, primary screen, biochemical, fluorescence, cell-free homogeneous | recombinant HDAC3, fluorogenic peptide/trypsin coupled | inhibition, % at 8.3 µM | 0.15% of 320,000 active | AID 2718, 2010; in the data active means inhibition above about 26%, passing the limit was not always enough
KCNQ1 block – inhibitors of human KCNQ1 channel, primary screen, cell-based, thallium flux, high-throughput. CHO-K1 KCNQ1, FluxOR thallium flux fluorescence; hits give high values. 1.3% of 310,000 active. B-score at 10 µM. AID 2642, 2010. Potassium voltage-gated channel subfamily KQT member 1 (Homo sapiens), P51787;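 active means compounds whose thallium flux B-score, printed positive for inhibition, exceeds three library SD while starting fluorescence stays within three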;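 further: channel opened by potassium depolarization with thallium stimulus after 20 min compound exposure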
SKKanGAS inh – S. pyogenes SKKanGAS growth inhibitors in kanamycin, primary screen, streptokinase expression inhibitor project, SKKanGAS strain, BacTiter-Glo luminescence; 6 h; inhibition, % at 7.5 µM; 1.3% of 300,000 active; AID 1662, 2009;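 active means mean replicate score, as percent of positive control median, at least 50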;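 further: strain carries kanamycin resistance gene driven by streptokinase promoter and grows in 40 µg/ml kanamycin; loss of luminescence reflects streptokinase promoter inhibition or plain growth inhibition; 0% = median of DMSO wells and 100% = positive control at its reference dose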
TMEM16A inh – TMEM16A chloride channel inhibitors, primary screen, cell-based, HTS | Anoctamin-1 (Mus musculus), Q8BHY3 | HEK293 TMEM16A/YFP iodide influx fluorescence, ionomycin | normalized B-score (activity score, 25-100; higher = stronger inhibition) at 10 µM | 1.2% of 310,000 active | AID 588511, 2011;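 active means ratio plate-corrected score three or more library SD toward inhibition, starting fluorescence score within five deviations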;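 further: score derived from kinetic fluorescence span divided by baseline fluorescence per well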
KCNK9 inh – KCNK9 potassium channel inhibitors, primary screen, HEK293 cells, thallium flux | FluxOR thallium flux fluorescence; hits give low values | B-score at 10 µM | AID 488922, 2010 | 1.2% of 310,000 active | Potassium channel subfamily K member 9 (Homo sapiens), Q9NPC2;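 active means ratio B-score over 3 SD below the library mean, with starting fluorescence within 5 SD of its mean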;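 further: negative B-score means less thallium flux so channel inhibition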
ANO1 activ – TMEM16A chloride channel activators or potentiators, primary screen, cell-based, HTS; Anoctamin-1 (Mus musculus), Q8BHY3; HEK293 TMEM16A/YFP-H148Q/I152L, iodide quench fluorescence; hits give low values; B-score at 10 µM; 0.3% of 340,000 active; AID 623877, 2012;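 active means fluorescence-ratio B-score plate-corrected deviation score at least 3 library SD below zero, with starting fluorescence score within 5 deviations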;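 further: channel opened by trigger with iodide after compound preincubation; score built on the fluorescence ratio of max minus min over baseline; more negative score means more quench and so TMEM16A activation or potentiation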
hERG protect – hERG rescue from dofetilide block, primary screen, cell-based, CHO-hERG, FluxOR thallium flux, dofetilide IC70 | dofetilide IC70 present | 0.51% of 310,000 active | activation (rescue from dofetilide block), less the hit threshold, % at 10 µM | Voltage-gated inwardly rectifying potassium channel KCNH2 (Homo sapiens), Q12809 | AID 1511, 2009;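 active means activation above the mean of controls blocked by dofetilide plus 5 SD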;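 further: thallium influx through hERG after potassium depolarization seen as dye fluorescence rise; in these data hits start at about 4.7%; inactives centre near -7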
Target sequence (Q12809 whole entry, looked up): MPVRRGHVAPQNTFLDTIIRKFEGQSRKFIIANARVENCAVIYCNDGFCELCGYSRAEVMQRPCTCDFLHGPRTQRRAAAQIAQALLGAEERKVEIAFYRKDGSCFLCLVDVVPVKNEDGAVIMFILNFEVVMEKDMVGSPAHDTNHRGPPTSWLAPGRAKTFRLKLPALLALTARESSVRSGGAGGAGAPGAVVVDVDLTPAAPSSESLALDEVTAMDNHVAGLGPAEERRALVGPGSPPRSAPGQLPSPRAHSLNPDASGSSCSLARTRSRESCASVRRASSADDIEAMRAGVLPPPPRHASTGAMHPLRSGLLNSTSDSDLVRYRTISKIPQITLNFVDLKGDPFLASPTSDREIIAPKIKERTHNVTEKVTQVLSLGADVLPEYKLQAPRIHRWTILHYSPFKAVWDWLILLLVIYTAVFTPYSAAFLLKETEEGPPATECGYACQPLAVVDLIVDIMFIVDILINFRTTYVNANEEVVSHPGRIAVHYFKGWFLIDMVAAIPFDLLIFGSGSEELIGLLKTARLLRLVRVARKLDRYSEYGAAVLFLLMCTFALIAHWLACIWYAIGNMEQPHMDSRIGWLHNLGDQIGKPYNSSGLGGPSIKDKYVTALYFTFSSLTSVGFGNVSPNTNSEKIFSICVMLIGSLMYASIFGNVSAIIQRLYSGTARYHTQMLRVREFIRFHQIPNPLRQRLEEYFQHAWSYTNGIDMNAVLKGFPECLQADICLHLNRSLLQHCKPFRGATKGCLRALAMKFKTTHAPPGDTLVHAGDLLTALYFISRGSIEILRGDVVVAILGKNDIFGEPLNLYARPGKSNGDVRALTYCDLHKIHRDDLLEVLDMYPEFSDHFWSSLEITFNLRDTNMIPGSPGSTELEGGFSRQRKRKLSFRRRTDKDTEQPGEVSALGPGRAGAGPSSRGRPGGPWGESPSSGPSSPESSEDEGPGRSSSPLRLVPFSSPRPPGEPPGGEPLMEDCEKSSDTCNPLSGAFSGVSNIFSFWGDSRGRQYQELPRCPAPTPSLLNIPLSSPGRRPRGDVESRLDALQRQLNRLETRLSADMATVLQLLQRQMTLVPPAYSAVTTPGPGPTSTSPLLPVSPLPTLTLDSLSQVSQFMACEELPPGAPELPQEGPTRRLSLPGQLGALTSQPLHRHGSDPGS
RGS4 block – RGS4 inhibitors, primary screen, cell-based, HEK293 M3R inducible RGS4, calcium flux | 0.45% of 310,000 active | B-score at 10 µM | Fluo-4 calcium flux; hits give high values; triggered by carbachol at its EC20;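 active means B-score, a plate-corrected calcium signal, over three deviations above library mean, with baseline fluorescence within five deviations of library mean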;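 further: RGS4 expression induced by doxycycline in cells with stable M3 receptor; B-score is computed from the integrated fluorescence ratio over baseline after carbachol; higher B-score means a larger calcium signal and so more RGS4 inhibition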
KCNQ1 act – potentiators or activators of KCNQ1 channel, primary screen, cell-based, thallium flux, high-throughput | 0.35% of 310,000 active | B-score at 10 µM | AID 2648, 2010 | CHO-K1 KCNQ1, thallium flux FluxOR fluorescence; hits give high values | Potassium voltage-gated channel subfamily KQT member 1 (Homo sapiens), P51787;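 active means fluorescence ratio B-score, a plate-corrected score, at least three library SD, with initial intensity B-score within 5 SD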
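Assay system: stable KCNQ1 CHO-K1 line; medium: assay buffer, equal DMSO in all wells; timing: 90 min dye loading and 20 min compound exposure, both at room temperature; technique: kinetic FluxOR thallium fluorescence, 10-s 1-Hz baseline, 110-s post-stimulus read; read-out basis: B score of baseline-normalized fluorescence ratio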
RGS4 act – RGS4 potentiators or activators, primary screen, cell-based, HEK293 M3R inducible RGS4, calcium flux; B-score at 10 µM; AID 463111, 2010; 0.92% of 310,000 active; carbachol calcium flux Fluo4; hits give low values;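 active means B-score of the integrated calcium signal more than 4 SD below the library mean, with starting fluorescence not abnormally high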;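 further: negative B-score means reduced calcium response which marks RGS4 activation or potentiation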
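Reagent: ECmax carbachol challenge; Test system: M3R-expressing HEK293 line, RGS4 induced by doxycycline; Schedule: overnight RGS4 induction, 30 min dye load 37 °C, 20 min compound RT; Detection: calcium dye Fluo4 fluorescence; Read-out: Agonist-evoked peak-minus-minimum fluorescence over baseline, integrated ratio, B score.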
KCNK3 block – human KCNK3 channel inhibitors, primary screen, CHO cells, FluxOR thallium flux, B-score. AID 602410, 2012. Potassium channel subfamily K member 3 (Homo sapiens), O14649. FluxOR fluorescence; hits give low values. B-score at 10 µM. 0.84% of 340,000 active;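 active means B-score under library mean minus 4 SD, starting fluorescence ratio at most library mean plus 5 SD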;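 further: more negative B-score means stronger inhibition of thallium flux through KCNK3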
Active calls of the source: *; i = inactive; · = no result given. The order is random; about 6.3% have a hit in one of these screens.

SMILES | HDAC3 inh | KCNQ1 block | SKKanGAS inh | TMEM16A inh | KCNK9 inh | ANO1 activ | hERG protect | RGS4 block | KCNQ1 act | RGS4 act | KCNK3 block
Cc1cc(N/N=C\c2ccccc2)nc(-c2ccccc2O)n1 | 12 | i | 25 | i | i | i | -6 | i | i | -7.6* | i
O=C(NCCCCc1ccccc1)c1ccc(F)cc1 | 2 | i | -12 | i | i | i | -6 | i | i | i | i
COc1ccc(-c2nc(N)sc2C2(O)C(=O)Nc3c(Br)cc(F)cc32)cc1OC (stereo not given) | 1 | i | -1 | i | i | i | -5 | i | i | i | i
COc1ccc(N2C(=O)CC(Sc3n[nH]c(-c4cccc(C)c4)n3)C2=O)cc1 (stereo not given) | 3 | i | -5 | i | i | i | -14 | i | i | i | i
S=C(NCCc1ccccc1)N/N=C/c1c(Cl)cccc1Cl | 7 | i | -1 | i | i | i | 11* | i | i | i | i
CCCCn1cnc2sc(-c3ccccc3)cc2c1=O | 5 | i | 15 | i | i | i | -8 | i | i | i | i
COc1ccc(OCc2csc(N)n2)cc1 | -4 | i | 2 | i | i | i | -5 | i | i | i | i
COc1ccccc1NC(=O)CN1CCN(CC(=O)Nc2ccc(S(N)(=O)=O)cc2)CC1 | 1 | i | 1 | i | i | i | -8 | i | i | i | i
CC1(C)NC(=O)N(CCCCOc2ccc3c(c2)CCC3)C1=O | -2 | i | -2 | i | i | i | -10 | i | i | i | i
Cc1occc1-c1nnc(SCC(=O)NCc2ccco2)n1CC(C)C | -3 | i | -2 | i | i | i | -5 | i | i | i | i
CCOc1ccc(N2C(=O)CC(Cc3ccccc3OC)C2=O)cc1 (stereo not given) | 14 | i | -10 | i | i | i | -7 | i | i | i | i
CC(C)(c1ccccc1)c1ccc(OCCn2cnc3ccccc3c2=O)cc1 | 5 | i | 24 | i | i | i | -10 | i | i | -8.8* | -13*
CC(Sc1ccccc1)C(=O)NCC(c1ccco1)N1CCCCC1 (stereo not given) | 0 | i | 23 | i | i | i | -14 | i | i | i | i
CC(=O)Nc1cc2c(cc1C(=O)c1ccc(C)cc1)OCCO2 | 3 | i | 1 | i | i | i | -10 | i | i | i | i
Cc1c(Cl)cccc1Nc1nc(N)nc(CSC(=S)N2CCOCC2)n1 | 4 | i | -3 | i | i | i | -9 | i | i | i | i
O=C(O)COc1cccc2nsnc12 | -2 | i | 2 | i | i | i | -5 | i | i | i | i
Cn1cnnc1Sc1ccc(CN2CCN(C3CCCC3)C(CCO)C2)o1 (stereo not given) | -1 | i | -3 | i | i | i | -8 | i | i | i | i
O=C(O)COc1ccccc1/C=N/NC(=O)CN1CCN(Cc2ccc(Cl)cc2)CC1 | 3 | i | -5 | i | i | i | -10 | i | i | i | i
COc1cc2c(cc1OC)CN(C(=O)COc1ccc(C)c(C)c1)CC2 | 2 | i | 1 | i | i | i | -2 | i | i | i | i
S=C1NCCOCCNC(=S)NCCOCCOCCN1 | 5 | i | 3 | i | i | i | -7 | i | i | i | i
O=[N+]([O-])c1ccc(CNC2CCCc3ccccc32)cc1 (stereo not given) | 2 | i | 3 | i | i | i | -7 | i | i | i | i
CCC(C)N1CCN(S(=O)(=O)Cc2ccccc2)CC1 (stereo not given) | 3 | i | 0 | i | i | i | -2 | i | i | i | i
CCOC(=O)c1c(-c2ccccc2)nnn1-c1nc(OC)nc(N2CCOCC2)n1 | -5 | i | -11 | i | i | i | -12 | i | i | i | i
CCOC(=O)C1CCN(c2c(Nc3cc(C)cc(C)c3)c(=O)c2=O)CC1 | 11 | i | -2 | i | i | i | -11 | i | i | i | i
CCOc1cc(/C=N/NC(=O)c2nnn(-c3nonc3N)c2C)ccc1OCc1ccc(F)cc1 | -9 | i | 28 | i | i | i | -4 | i | i | i | i
CCN(CC)S(=O)(=O)c1ccc(NC(=O)c2nc3nc(C)cc(C)n3n2)cc1 | 4 | i | -6 | i | i | · | -15 | i | i | i | ·
O=C(CCCc1ccccc1)NCc1ccc(Cl)cc1 | 0 | i | -3 | i | i | i | -10 | i | i | i | i
Cc1cccc([C@@H]2[C@@H]3C(=O)N(Cc4ccccc4)C(=O)[C@@H]3[C@]3(Cc4ccccc4)C(=O)N(c4ccc(C(F)(F)F)cc4)C(=O)N23)c1 | 4 | i | -1 | i | i | i | -3 | i | i | i | i
COCC1CCN(C(=O)c2cc(COc3ccc(-n4cncn4)cc3)on2)CC1 | 5 | i | 0 | i | i | i | -8 | i | i | i | i
Clc1ccc(OCCCn2ccnc2)c(Br)c1 | 0 | i | -1 | i | i | i | -10 | i | i | i | i
FC(F)(F)c1ccccc1NC(=S)Nc1cccc(Cl)c1 | 2 | 8* | -1 | i | i | i | -10 | i | i | i | -9.6*
O=C1c2ccccc2C(=O)N1c1cc([N+](=O)[O-])ccn1 | 3 | i | -3 | i | i | i | -1 | i | i | i | i
Clc1cccc(NCc2nnc(SCc3ccccc3)o2)c1 | 10 | i | -9 | i | i | i | -11 | i | i | i | i
CCCCOC(=O)c1ccc(OC(=O)c2cccnc2)cc1 | 13 | i | -15 | i | i | i | -11 | i | i | i | i
O=C(CNS(=O)(=O)c1cccs1)NCCc1ccc(Cl)cc1 | 1 | i | 0 | i | i | i | -5 | i | i | i | i
O=C(COC(=O)CNS(=O)(=O)c1ccc(Br)cc1Cl)NC1CC1 | · | i | 7 | i | i | i | -5 | i | i | i | i
O=C1/C(=C/c2ccc(F)cc2)SC(=S)N1CCCC(=O)N1CCCCC1CCO (stereo not given) | 0 | i | 6 | i | i | i | -17 | i | i | i | i
CCCCCn1c(CNC(=O)CC)nc2ccccc21 | · | i | 1 | i | i | i | -9 | i | i | i | i
CCN(CC)/C(Sc1ccccc1)=C(/C(Cl)=C(Cl)Cl)[N+](=O)[O-] | 2 | i | 1 | i | i | i | -9 | i | i | i | i
O=C(NCCc1nnc2ccc(N3CCCCCC3)nn12)c1ccccc1 | -1 | i | 5 | i | i | i | -7 | i | i | i | i
CCOC(=O)c1cnc(SC)nc1Sc1ccccc1Cl | 6 | 6* | -16 | i | i | i | -10 | i | i | i | i
COc1cccc(C(=O)NCC(=O)NNc2ncnc(N)c2[N+](=O)[O-])c1 | 2 | i | -1 | i | i | i | -5 | i | i | i | i
CC(C)NC(=O)c1ccccc1NC(=O)CS(=O)(=O)Cc1ccccc1 | -4 | i | -12 | i | i | i | -10 | i | i | i | i
COCCOC(=O)C1=C(C)NC(=O)NC1c1cccc2ccccc12 (stereo not given) | -3 | i | 11 | i | i | i | -3 | i | i | i | i
COc1ccc(/C=C/C(=O)O)cc1S(=O)(=O)NC1CCS(=O)(=O)C1 (stereo not given) | -4 | i | -2 | i | i | i | -4 | i | i | i | i
CC(C)(CNC(=O)CO/N=C1/C=C2CCC3C(C(O)C[C@@]4(C)C3CC[C@]4(O)C(=O)CO)[C@@]2(C)CC1)C(O)C(=O)O (stereo not given in full) | 1 | i | 20 | i | i | i | -5 | i | i | i | i
O=C(NCC(c1cccs1)N1CCOCC1)c1ccc(Br)o1 (stereo not given) | 6 | i | -2 | i | i | i | -11 | i | i | i | i
COc1cc(S(=O)(=O)N2CCOCC2)ccc1NC(=O)COC(=O)C12CC3CC(CC(C3)C1)C2 | 14 | i | -1 | i | i | i | 0 | i | i | i | i
CC(C(=O)Nc1ccccc1-c1ccccc1)N1CCN(C(=O)c2ccccc2)CC1 (stereo not given) | · | i | -7 | i | i | i | -17 | i | i | i | i
COc1ccccc1-c1ccc(/C=N/O)o1 | 3 | i | -9 | i | i | i | -7 | i | i | i | i
Cc1nc2sc(C(c3ccc(F)cc3)N3CCOCC3)c(O)n2n1 (stereo not given) | 6 | i | 1 | i | i | i | -4 | i | i | i | i
COc1ccc(C(=O)OCc2cc3cccc(C)c3[nH]c2=O)cc1 | -2 | i | 13 | i | i | i | -5 | i | i | i | i
Cc1cc(SCC(=O)OC/C(O)=C(\C#N)c2nc3ccccc3[nH]2)c(C)cc1Br | 5 | i | 23 | i | i | i | -8 | i | i | i | i
COCCNC(=O)CCCn1c(=O)c2ccccc2n(Cc2ccccc2C#N)c1=O | -3 | i | -1 | i | i | i | -11 | i | i | i | i
O=C(O)CCNC(=O)c1ccc(NC(=O)C(c2ccccc2)c2ccccc2)cc1 | 2 | i | 2 | i | i | i | -3 | i | i | i | i
Nc1ncnc2nc(SCCC(=O)O)[nH]c12 | 5 | i | -4 | i | i | i | -13 | i | i | i | i
CCCCC(=O)NC(c1ccco1)c1cc(Cl)c2cccnc2c1O (stereo not given) | 0 | i | 52* | i | i | i | -10 | i | i | i | i
N/C(=N\O)C1COc2ccccc2O1 (stereo not given) | -8 | i | 1 | i | i | i | -9 | i | i | i | i
Cc1c(C2Nc3ccccc3C(=O)N2O)cnn1C (stereo not given) | 0 | i | -3 | i | i | i | -10 | i | i | i | i
CCCCOc1ccc(N=Cc2ccc[nH]2)cc1 | 4 | i | 0 | i | i | i | -6 | i | i | i | i
Cc1ccc2cc(CN(c3ccccc3)S(=O)(=O)c3ccccc3)c(=O)[nH]c2c1 | -8 | i | -8 | i | i | i | -3 | i | i | i | i
Cc1nc2sc(C(c3cccs3)N3CCN(Cc4ccccc4)CC3)c(O)n2n1 (stereo not given) | 8 | i | -3 | i | i | i | -7 | i | i | i | i

Screening results (PubChem)
